Screening results: PubChem BioAssay, National Center for Advancing Translational Sciences (NCATS)
D1 antag: Antagonist of Human D 1 Dopamine Receptor: qHTS. D(1A) dopamine receptor (Homo sapiens), P21728. HEK293 TREx D1 cells, calcium flux, dopamine EC80; active compounds read low. activity change, negative = inhibition, % at 10 µM. 360,000 compounds, 3.2% hits; in the data active = activity change below about -30%; also: % is scaled to controls: 0 for no effect and ±100 for the full control effect
Target sequence (P21728 whole entry, looked up): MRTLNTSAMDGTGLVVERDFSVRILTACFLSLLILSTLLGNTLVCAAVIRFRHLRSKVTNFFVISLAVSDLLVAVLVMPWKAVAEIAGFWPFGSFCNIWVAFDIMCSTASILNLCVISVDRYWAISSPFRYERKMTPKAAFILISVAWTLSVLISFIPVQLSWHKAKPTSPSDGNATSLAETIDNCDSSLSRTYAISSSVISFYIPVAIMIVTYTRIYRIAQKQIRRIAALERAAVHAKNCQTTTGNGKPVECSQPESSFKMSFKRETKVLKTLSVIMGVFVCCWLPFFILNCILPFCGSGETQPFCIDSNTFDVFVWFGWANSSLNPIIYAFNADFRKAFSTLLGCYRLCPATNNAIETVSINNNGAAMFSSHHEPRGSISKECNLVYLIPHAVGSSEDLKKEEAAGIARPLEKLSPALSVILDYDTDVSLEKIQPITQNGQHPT
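Antagonism measured as reduced calcium response to an EC80 dopamine addition following 180 s compound pre-read; cells were inducible HEK293 Trex D1 plated overnight at 30 C, read kinetically at 1 cycle/sec.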
D1 PAM: Potentiators of Human D1 Dopamine Receptor: qHTS; potentiation, % at 10 µM; HEK293 TREx D1 cells, calcium flux, dopamine EC20 potentiation; D(1A) dopamine receptor (Homo sapiens), P21728; 360,000 compounds, 0.036% hits; in the data active = potentiation above about 30%; also: 0% is about no effect
TRHR PAM: qHTS for Small Molecule Agonists and Allosteric Enhancers of Human TRH Receptor: Primary Screen for Enhancers; AID 493056, 2011; enhancement, % at 2 µM; 360,000 compounds, 0.66% hits; TRHR cells, fluo-8 calcium fluorescence, EC20 TRH enhancement; in the data active = enhancement above about 30%; also: 0% is about no effect
Target sequence (P34981 whole entry, looked up): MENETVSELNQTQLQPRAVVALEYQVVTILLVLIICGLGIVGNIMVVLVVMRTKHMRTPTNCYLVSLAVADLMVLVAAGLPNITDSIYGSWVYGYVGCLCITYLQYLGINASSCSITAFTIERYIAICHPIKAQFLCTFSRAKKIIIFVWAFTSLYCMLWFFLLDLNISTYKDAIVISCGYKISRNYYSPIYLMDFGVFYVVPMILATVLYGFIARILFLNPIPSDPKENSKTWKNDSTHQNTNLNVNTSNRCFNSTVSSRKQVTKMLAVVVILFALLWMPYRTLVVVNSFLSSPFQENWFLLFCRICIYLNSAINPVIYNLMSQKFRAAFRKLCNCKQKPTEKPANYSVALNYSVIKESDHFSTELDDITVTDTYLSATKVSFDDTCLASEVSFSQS
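Enhancer read-out: after compound pinning and an initial kinetic agonist-mode read, an EC20 of TRH (10 nM final) was injected and fluo-8 calcium signal (Ex 480/Em 530) followed at 1 s/cycle for 100 cycles in TRHR-expressing cells.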
RXFP1 antag: qHTS Assay for Antagonists of the Relaxin Receptor RXFP1 | activity change, negative = inhibition, % at 57.5 µM | AID 1259400, 2018 | 350,000 compounds, 0.59% hits | HEK293-RXFP1, relaxin-stimulated cAMP HTRF, 30 min; active compounds read low;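 active = activity change of -60% or lower, but not beyond a set lower limit; inconclusive = change between -60% and -40%, or beyond the set limit; inactive = change above -40%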; also: % is scaled to controls: 0 for no effect and ±100 for the full control effect
Anesthetic bind: qHTS Assay for Identification of Novel General Anesthetics; Ferritin light chain (Equus caballus), P02791; 350,000 compounds, 0.074% hits; Potency, µM (titrated, usually from 77.5 µM), inactives show at the top dose activity change, negative = displacement, most hits filed as inhibitors; apoferritin/1-aminoanthracene competitive binding, fluorescence; also: potency is read from the fitted curve at half-maximal effect; % is scaled to controls: 0 for no effect and ±100 for the full control effect; nearly all actives have a fitted effect of over 20% in size
Target sequence (P02791 2-175 limits assumed): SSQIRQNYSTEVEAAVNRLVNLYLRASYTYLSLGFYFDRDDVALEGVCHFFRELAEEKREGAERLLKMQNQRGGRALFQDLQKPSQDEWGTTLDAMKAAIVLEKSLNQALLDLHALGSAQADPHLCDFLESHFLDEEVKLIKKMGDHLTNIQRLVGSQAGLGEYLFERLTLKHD
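Probe: 1-aminoanthracene (50% saturated, PBS). Protein: horse-spleen apoferritin, 10 uM. Incubation: 10 min, room temperature. Detection: 380 nm excitation, 535 nm emission. Analysis: normalized response, four-parameter Hill.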
TRHR agonist: qHTS for Small Molecule Agonists and Allosteric Enhancers of Human TRH Receptor: Primary Screen for Agonists | TRHR cells, calcium flux fluo-8, FDSS agonist mode | 360,000 compounds, 0.18% hits | activation, % at 2 µM | AID 493084, 2011; in the data active = activation above about 30%; also: 0% is about no effect
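Steps: seed TRHR cells overnight; add fluo-8 no-wash Ca dye, RT 30 min–1.5 h; record 10 s baseline; pin-transfer compounds; monitor fluorescence 1 cycle/s for the agonist window. Calcium increases flag candidate agonists.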
D2 potentiator: HTS Assay for Positive Allosteric Modulators of the Human D2 Dopamine Receptor: Primary Screen for Potentiators | D(2) dopamine receptor (Homo sapiens), P14416 | HEK293 T-REx D2, calcium flux, EC20 dopamine potentiation | potentiation, % at 10 µM | 340,000 compounds, 0.34% hits | AID 485347, 2010;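 active = potentiation over 3 SD above the plate norm, cut at about 30% in these data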; also: 0% is about no effect
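Using a no-wash calcium dye in inducible, force-coupled HEK293 Trex cells expressing D2, we tracked fluorescence each second for 180 s after compound, then for 180 s after EC20 dopamine to detect augmented signalling.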
D1 ag: Allosteric Agonists of the Human D1 Dopamine Receptor: qHTS; D(1A) dopamine receptor (Homo sapiens), P21728; HEK293 T-REx D1 cells, calcium flux, agonist mode; activation, % at 2 µM; 360,000 compounds, 1% hits; in the data active = activation above about 30%; also: 0% is about no effect
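Tetracycline-induced HEK293 TREx D1 cells, force-coupled to calcium signalling, were dye-loaded with a no-wash calcium kit. Compound was pin-added after a 10 s baseline. Fluorescence was read kinetically at 1 cycle/s for 180 s, with calcium rises flagged as agonism.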
RXFP1 ag: qHTS Assay for Agonists of the Relaxin Receptor RXFP1; HEK293T-RXFP1 cAMP TR-FRET, 30 min; response scale: percent of porcine relaxin response, buffer zero; Potency, µM (doses to about 57.5 µM), inactives show at the top dose activation, most hits filed as activators; AID 2676, 2010; Relaxin receptor 1 (Homo sapiens), Q9HBX9; 370,000 compounds, 0.3% hits; also: potency is read from the fitted curve at half-maximal effect; % is scaled to controls: 0 for no effect and ±100 for the full control effect; nearly all actives have a fitted effect of over 60% in size; many of its hits are not listed in these tables
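Agonist response is measured as cAMP accumulation in an RXFP1-transfected HEK293T line under PDE4 inhibition. Values are scaled between buffer-only and 29 nM porcine relaxin, and EC50s come from standard Hill equation fits.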
* marks the source's active call; other numbers are inactive results; ? = inconclusive; . = no result given; & = joins results of further samples. Unless noted, calls follow the shape of the dose curve; as a rule, active = well fitted curve in the direction sought with a large enough effect; inconclusive = small, poorly fitted or top-dose-only effect, or another doubt; inactive = no such curve, though single readings can be large; an effect the other way counts as inactive or inconclusive. Not all compounds are listed; rates above refer to the full screens.

SMILES	D1 antag	D1 PAM	TRHR PAM	RXFP1 antag	Anesthetic bind	TRHR agonist	D2 potentiator	D1 ag	RXFP1 ag
O=[N+]([O-])c1cccc(S(=O)(=O)NC2CC3CCC2C3)c1 (stereo not given)	10.9	3.4	0.9	-5.1	?	0.0	9.4	0.1	-4.3%
CCOC(=O)C1CCCN(c2c(Nc3ccc(OCC)cc3)c(=O)c2=O)C1 (stereo not given)	12.2	.	-6.8	.	-5.6%	-0.5	0.0	2.5	-1.4%
COc1ccc(C)cc1NC(=O)C1CCCN(S(=O)(=O)c2cccc3nonc23)C1 (stereo not given)	-1.5	1.1	-2.9	-1.2	-3.1%	-0.1	-5.0	-0.2	-0.4%
COC(=O)c1ccc(C2/C(=C(/O)c3ccc4c(c3)CC(C)O4)C(=O)C(=O)N2CCN2CCOCC2)cc1 (stereo not given)	7.1	-5.5	-1.0	16.4	8.3%	0.2	10.4	0.6	23.7%
CCOc1ccc(CCNC(=O)CN2C(=O)c3cccnc3Oc3ccc(Cl)cc32)cc1	-6.8&-2.0	-4.8&-0.1	-1.0&6.4	-9.1&-22.0	?	-1.5&-0.3	-6.8&-3.8	4.5&5.3	1.7%&1.2%
O=C(NCc1ccc2[nH]c3c(c2c1)CCCC3)c1ccc(S(=O)(=O)N2CCCCC2)cc1	-7.6	-2.6	-0.9	5.3	-5.7%	0.3	9.7	0.0	3.8%
CCN(CC)C(=O)c1sc2c(c1C)c(=O)n(-c1ccc(Cl)c(Cl)c1)c(=O)n2CC(=O)Nc1cccc(OC)c1	12.1	-2.1	2.4	0.9	2.1%	-0.9	-2.9	6.2	-2.4%
CCCC1=NN(C(=O)C(=O)Nc2ccc(Br)cc2)C(O)(C(F)(F)F)C1 (stereo not given)	-28.4	-0.5	-0.4	?	-16.9%	0.1	.	6.0	0.1%
CC1CCCCN1S(=O)(=O)Cc1ccccc1Cl (stereo not given)	-86.9*	-12.5	-3.7	11.2	?	-0.2	7.8	0.4	0.9%
CCOC(=O)c1ccc(N2C(=O)c3cccc4c(C(=O)O)ccc(c34)C2=O)cc1	28.7	-4.2	-4.5	0.1	-2.4%	0.2	0.1	0.0	-0.5%
COc1ccc(C(=O)CSc2nc3cccnc3n2C)cc1	-12.5	-9.1	7.1	-12.3	-1.1%	0.2	10.8	9.4	10.7%
CCCCOC(=O)c1ccc(OC(=O)N2CCOCC2)cc1	-2.6	-3.8	-11.0	7.8	-6.0%	0.6	-4.7	3.6	-1.4%
Cn1c(SCC(=O)N2CCOCC2)nnc1-c1ccccc1	-9.2	-6.8	12.2	12.8	-10.5%	-0.6	-11.2	0.6	0.9%
CN1CC(=O)NC1=NC(=O)c1ccc(Cl)c(S(=O)(=O)N2CCCCCC2)c1	6.8	1.6	-4.9	-12.9	-23.9%	2.0	1.8	0.3	4.1%
Cc1ccc(S(=O)(=O)NC(=O)c2cc(C)n(-c3ccc(N(C)C)cc3)c2C)cc1	8.3	2.3	9.6	8.4	-5.5%	0.4	9.5	11.5	0.4%
O=C(NCC1CCCN1S(=O)(=O)c1ccccc1)c1cccc(Cl)c1 (stereo not given)	-6.7	-3.8	-3.7	-8.7	.	-0.2	-8.0	0.9	1.6%
COc1cc(C(=O)NCC2(N3CCCCC3)CCCCC2)ccc1OCC(=O)N1CCOCC1	5.5	-1.7	-9.6	-6.3	3.2%	0.3	4.4	2.4	0.8%
CSc1ccc(COC(=O)c2cc([N+](=O)[O-])ccc2N2CCOCC2)cc1	-21.8	-6.8	3.6	-11.2	.	0.7	8.3	8.7	12.6%
COc1ccc(NC(=O)CN2CCC(C(N)=O)CC2)cc1	-15.3	-7.1	6.3	-4.5	-5.2%	1.3	0.2	-0.7	-2.8%
CC(C)C[C@H](NC(=O)Nc1ccc2c(c1)OCCO2)C(=O)O	-14.5	-7.2	1.4	7.4	1.0%	-0.6	5.9	3.2	0.8%
CCOc1ccccc1NC(=O)c1ccc2c(Cl)c3c(nc2c1)CCCC3	1.6	5.0	6.9	.	-12.3%	0.0	16.3	-0.4	-1.0%
COc1ccc(C2OCC3(CO2)SC(=O)NC3=O)cc1 (stereo not given)	-38.0*	-13.8	-1.6	15.6	-9.1%	-0.2	1.1	2.6	0.2%
CCCN1CCC(N2CCN(c3ccc([N+](=O)[O-])cc3)CC2)CC1	-0.7	1.1	-8.5	-2.0	-14.2%	0.1	.	3.1	0.2%
COc1cc(S(=O)(=O)N(Cc2ccco2)C2CCCC2)ccc1-n1cnnn1	3.9	-0.6	-4.4	-9.4	1.4%	0.4	.	8.0	-0.8%
COc1ccc(N(C(C)=O)c2nc3ccccc3[nH]2)cc1	14.5	1.3	1.9	21.5	-5.0%	0.2	-0.4	5.9	0.9%
Next structures follow.
SMILES	D1 antag	D1 PAM	TRHR PAM	RXFP1 antag	Anesthetic bind	TRHR agonist	D2 potentiator	D1 ag	RXFP1 ag
Cc1ccc(C)c2[nH]c(=O)c(C(c3nnnn3CCc3ccccc3)N3CCOCC3)cc12 (stereo not given)	-10.8	-2.0	-3.6	-9.2	-17.8%	-0.4	-6.5	-0.9	1.5%
CCCNC(=S)NC1CC2CCCC(C1)N2CC(C)C (stereo not given)	-10.2	6.9	-0.1	-7.5	1.3%	-0.2	17.4	4.0	-0.1%
CCC(=O)Nc1ccc(C(=O)NNC(=O)Cc2ccccc2)cc1	4.3	-1.1	-4.7	13.4	-0.1%	0.2	-6.1	3.7	-0.5%
CCN(CC)C(=O)c1sc2nc(Cc3ccccc3)[nH]c(=O)c2c1C	-4.1	3.5	-4.2	-24.6	-16.9%	-0.3	0.3	0.8	3.2%
O=C(NCc1ccon1)C1CCC(=O)N(Cc2cccc(C(F)(F)F)c2)C1 (stereo not given)	7.5	-6.9	2.0	3.5	-5.1%	1.9	-6.0	0.5	-0.4%
CCCCNS(=O)(=O)c1ccc2nc(-c3cccnc3)cc(C(=O)NCCCOCC)c2c1	-9.2&-4.3	-4.5&-6.5	3.3&-5.6	-16.2	-14.4%&-20.9%	-0.4&-0.9	10.2&8.9	2.0&-0.2	26.1%&24.5%
O=C(Nc1cnc(N2CCC(N3CCCCC3)CC2)c(C(=O)O)c1)c1ccc(Br)cc1	6.9	-1.6	-1.2	2.5	7.4%	0.5	-8.4	1.1	0.3%
CC1(C)CC(=O)C2=C(C1)N(Cc1ccco1)C(=O)C2(O)C(F)(F)F (stereo not given)	11.5	-2.4	4.1	7.8	-8.7%	0.0	-2.9	3.6	-0.2%
CC1Cc2ccccc2N1C(=O)COC(=O)c1ccc(Cl)c(S(=O)(=O)N2CCOCC2)c1 (stereo not given)	-0.8	1.9	-2.1	-5.2	.	0.5	-0.9	2.4	1.7%
COC(=O)c1ccc(S(=O)(=O)NCCSc2nnc3c4ccccc4n(C)c3n2)cc1	-0.4	3.9	-4.9	0.5	-16.2%	0.3	6.4	-0.6	11.3%
CCOC(=O)c1cnc(SC)nc1Oc1cccc(NC(=O)c2cccc(Cl)c2Cl)c1	-12.2	-4.0	-6.7	-10.0	-7.5%	0.4	-7.8	6.3	2.4%
CCOc1ccccc1NC(=O)CSc1c(C)cnc2c1c(=O)n(C)c(=O)n2C	.	-1.1	1.6	7.2	-1.3%	0.2	18.9	-4.3	5.2%
Oc1cccc(Nc2ccccc2)c1	.	-4.2	-1.2	.	.	-0.7	4.9	-0.3	-0.4%
Nc1nonc1-c1nc2ccccc2n1CC(=O)N/N=C/c1ccc(-c2cccc(C(=O)O)c2)o1	1.3	-2.4	-3.3	-32.5	-14.1%	0.1	1.1	0.6	-0.6%
COc1ccc(NC(=O)CN2C(=O)CCn3nc(-c4cccn4C)cc32)cc1Cl	7.9	3.9	-1.9	-5.3	-6.7%	0.4	4.0	-1.3	1.5%
COc1cc(C(=O)NCC(c2cccs2)N(C)C)cc(Cl)c1OC(C)C (stereo not given)	4.5	-1.6	7.0	-4.8	5.2%	-0.1	-14.9	12.9	0.8%
N#Cc1c(/N=C/c2cccs2)sc2c1CCCCC2	10.6	15.8	3.1	6.8	?	-0.6	4.2	2.2	0.1%
CC(c1ccccc1)c1nnc(NC(=O)Nc2ccccc2F)s1 (stereo not given)	10.0	7.6	-7.5	-1.4	-7.1%	-0.4	4.3	3.6	-0.2%
CC(C(=O)NC(=O)NCc1ccccc1)N1C(=O)c2ccccc2C1=O (stereo not given)	-2.6	-4.5	4.1	2.6	4.2%	0.5	-3.0	0.9	1.3%
CCOC(=O)c1ccc(C(=O)OCC)nc1	-14.2	1.5	-2.6	19.5	-2.1%	-0.5	13.3	0.7	-0.4%
CCOC(=O)Cc1c(C)nc2c(-c3ccccc3)c(-c3ccccc3)[nH]n2c1=O	-23.0	-1.9	-1.2	3.0	-19.2%	-0.7	7.0	0.4	0.7%
CCOC(=O)C(=CNCC(=O)O)C(=O)OCC	-3.2	-1.9	-4.3	-1.2	-3.8%	0.3	-5.7	0.8	0.7%
Cc1occc1C(=O)N1CCN(c2ccccc2)CC1	-5.8	0.3	-7.6	.	-5.5%	0.4	0.6	7.6	1.7%
CCOC(=O)N/N=C(\C)c1ccc(Oc2ncccn2)cc1	-11.7	-6.3	-24.2	3.8	4.4%	0.2	7.0	2.8	1.3%

Gathered by group, the compounds so far containing bromine
SMILES	D1 antag	D1 PAM	TRHR PAM	RXFP1 antag	Anesthetic bind	TRHR agonist	D2 potentiator	D1 ag	RXFP1 ag
CCCC1=NN(C(=O)C(=O)Nc2ccc(Br)cc2)C(O)(C(F)(F)F)C1 (stereo not given)	-28.4	-0.5	-0.4	?	-16.9%	0.1	.	6.0	0.1%
O=C(Nc1cnc(N2CCC(N3CCCCC3)CC2)c(C(=O)O)c1)c1ccc(Br)cc1	6.9	-1.6	-1.2	2.5	7.4%	0.5	-8.4	1.1	0.3%
